Assay outcomes: PubChem BioAssay, Broad Institute
esBAF inh: Bmi1 luciferase reporter increase in mESCs, primary screen, esBAF inhibitor project, mouse ES cells, Bmi1 luciferase knock-in, single point. hit rate 2% among 350,000. reporter increase, % at 12.5 µM. 24 h; 100% = twice the neutral-well signal; in the data active means activation above about 40%; inconclusive means no clear call, values can overlap the other calls;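 further: 0% = median of the plate's neutral control wells and 100% = double that signal; a rise in the Bmi1 reporter signal indicates esBAF inhibition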
Statin myotox sup: suppressors of statin myotoxicity in C2C12 myotubes, primary screen, cell-based, single point, plate reader; C2C12 myotubes + simvastatin, ATP luminescence, 48 h; scaled: DMSO 0, geranylgeraniol control 100; hit rate 0.78% among 330,000; AID 602340, 2012; rescue of ATP level, % at 7.49 µM;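 active means mean ATP rescue above about 67%, or every replicate alone reaching that limit, limit read from the data, passing the limit was not always enough; inconclusive means no clear call, values can overlap the other calls; inactive means mean under the limit and some replicate under it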;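 further: myotubes were challenged with 10 µM simvastatin during compound exposure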
* marks the source's active call; other numbers are inactive results; ? = inconclusive. The list is partial; rates above refer to the full screens.

SMILES	esBAF inh	Statin myotox sup
O=C(c1cnn2c(C(F)F)cc(C3CC3)nc12)N1CCOCC1	-2	-5
O=C(c1cccs1)c1coc2ccc(O)c(CN(CCO)CCO)c12	9	-1
Cc1c(C(=O)NCc2ccccc2)cnn1-c1ccccc1	29	2
CCOC(=O)c1nnn(-c2nonc2N)c1-c1ccc(C)cc1	4	0
CCOC(=O)CN(C(=O)CSc1nnc(CNc2ccc(F)cc2)n1C)c1ccccc1	2	13
COc1cc2c(C#N)c(N3CCOCC3)nc(N)c2c(N)n1	6	-22
CCN(c1ccccc1)S(=O)(=O)c1ccc(F)cc1C	-1	-22
Cc1ccc(OCCSc2nnc(NC(=O)c3ccco3)s2)cc1	5	17
CCN1CCc2c(C#N)c(N3CCCCC3)nc(N3CCOCC3)c2C1	-2	-27
Cn1c(SCC(=O)Nc2ccc3cn[nH]c3c2)nnc1-c1cccs1	0	3
CCCCC(=O)NCCNC(=O)c1cc(OCC(F)(F)F)ccc1OCC(F)(F)F	-2	4
Cc1cc(NC(=O)Cn2nnc3sc4c(c3c2=O)CCC(C(C)(C)C)C4)no1 (centres undefined)	-1	-2
COc1ccc(NC(=O)/C(Cl)=C(/Cl)S(=O)(=O)Cc2ccc(C)cc2)cn1	-16	-462
CC(c1ccccc1)N1CC(C(=O)NC2CCCC2)CC1=O (centres undefined)	2	4
COC(=O)CNS(=O)(=O)c1ccc(C)cc1	0	0
O=C(NCc1ccc(F)cc1)c1c(O)c2cccc3c2n(c1=O)CCC3	-2	3
COc1cccc2[nH]c3ccccc3c(=O)c12	-3	-13
CNC(=O)OCc1cccc(COC(=O)NC)n1	18	-6
C=CCN(CC=C)S(=O)(=O)c1ccc(NC(=S)NC(=O)c2ccco2)cc1	-3	-21
COC(=O)C1=C(N)OC2=C(C(=O)CC(C)(C)C2)C1c1ccoc1 (centres undefined)	-1	98*
Cc1ccccc1-n1nnnc1SCc1ncc(-c2ccccc2)o1	-4	6
CC(C)(NO)/C(=N/O)c1cccs1	-9	3
Cc1ccc(OCc2ccc(C(=O)Nc3c(C)nn(Cc4c(F)c(F)c(F)c(F)c4F)c3C)o2)c([N+](=O)[O-])c1	9	11
CCn1c2ccccc2c2cc(N)ccc21	-5	108*
CC(C)(C)C(=O)/C=C/Nc1ccccc1O	-7	1
Cc1ccc(N=Cc2c(O)n(-c3cc(Cl)ccc3N3CCOCC3)c(=O)c3ccccc23)cc1C	-4	-5
CCOc1ccccc1C(=O)n1nc(C)cc1C	7	114*
Cc1ccc(-c2csc3ncnc(SCC(=O)Nc4nnc(C)s4)c23)cc1	3	-28
CC(C)C12CCC(C(=O)O)C(C1)C(=O)O2 (centres undefined)	-5	-3
CCOc1ccc(-c2nc(CSCC(=O)NC3CCCc4ccccc43)c(C)o2)cc1 (centres undefined)	-19	15
Cc1cc(C)cc(N(C(=O)Cn2nnc3ccccc32)C(C(=O)NCc2ccco2)c2ccncc2)c1 (centres undefined)	0	-2
C=CCSC1=N/C(=C\c2ccc(C)o2)C(=O)S1	-8	6
CCOC(=O)C1=C(C)NC(=O)NC1c1cn(-c2ccccc2)nc1-c1cccs1 (centres undefined)	14	8
Nc1ccc2c(c1)-c1ccccc1S(=O)(=O)N2	0	-5
CC(C)Cn1c(N)c(C(=O)COC(=O)c2ccncc2)c(=O)n(C)c1=O	-4	1
COC(=O)c1c(NC(=O)c2nc3ccccc3s2)sc2c1CCN(C(C)=O)C2	1	-21
Cc1cc(C(=O)COC(=O)CCC(=O)c2ccc3c(c2)OCCO3)c(C)n1Cc1ccco1	-20	5
O=S(=O)(Nc1cccc(-c2cn3cccnc3n2)c1)c1ccc(-c2ccccc2)cc1	2	17
CC(C)OC(=O)CN1CCN(S(=O)(=O)c2cc(Cl)ccc2Cl)CC1	-1	-1
CCCOc1ccc(C(=O)NCCC(=O)NCCCC(=O)OCC)cc1	-6	-23
COCCN(C(=O)CN1CCCc2ccccc21)c1c(N)n(Cc2ccccc2)c(=O)[nH]c1=O	0	4
CCC1CCCCN1C(=O)Nc1cccc(NC(=O)N2CCCCC2CC)c1 (centres undefined)	-4	16
O=C(O)c1cc2c(s1)CCCC2	-1	-2
O=C(OC1CCN(c2ccc([N+](=O)[O-])cc2)CC1)c1ccccc1	2	-3
CC(OC(=O)c1c2c(nc3ccccc13)/C(=C\c1ccc3c(c1)OCO3)CCC2)C(=O)Nc1ccc(S(N)(=O)=O)cc1 (centres undefined)	5	1

Reformatted: three of the compounds above.
compound: O=S(=O)(Nc1cccc(-c2cn3cccnc3n2)c1)c1ccc(-c2ccccc2)cc1
  esBAF inh: 2	Statin myotox sup: 17
compound: CC(C)OC(=O)CN1CCN(S(=O)(=O)c2cc(Cl)ccc2Cl)CC1
  esBAF inh: -1	Statin myotox sup: -1
compound: Cc1ccccc1-n1nnnc1SCc1ncc(-c2ccccc2)o1
  esBAF inh: -4	Statin myotox sup: 6

(list continues)
SMILES	esBAF inh	Statin myotox sup
COc1nc(Oc2ccc(=O)n(C)n2)nc(N(C)C)n1	3	-1
COc1ccccc1CC(=O)Nc1ccc(-c2noc(COc3ccc(Cl)c(C)c3)n2)cc1	-4	-20
Cc1nn(-c2ccccc2)c2c1C(=O)NC(=O)C(C)(C)C2	0	8
COc1cc(CCC(=O)OCn2nnc3ccccc3c2=O)cc(OC)c1OC	10	-13
Cc1sc(-c2ccncc2)nc1OC(=O)c1cc(Cl)cc(Cl)c1	-9	-6
Clc1ccc(C(c2nnnn2C2CCCCC2)N(Cc2cccnc2)Cc2ccco2)cc1 (centres undefined)	-10	4
CN1C(=O)N(CN2CCCCC2)C2C1N(C)C(=O)N2CN1CCCCC1 (centres undefined)	-8	7
O=C(N/C=N/O)C1=NOC(CNc2ncc(C(F)(F)F)cc2Cl)C1 (centres undefined)	19	-3
S=P(c1ccc(N2CCOCC2)cc1N1CCOCC1)(N1CCOCC1)N1CCOCC1	-7	-7
CCOc1ccc2nc(NC(=O)c3ccoc3C)sc2c1	-52	-330
CCCCNC(=O)c1cc(-c2ccc(OC)cc2)on1	24	-6
CCc1ccc(C2CC(c3ccc(Cl)cc3)=NNC2=O)cc1 (centres undefined)	0	15
CC1CCCN(CCCNC(=O)C2CCC(CNS(=O)(=O)c3cccc4nsnc34)CC2)C1 (centres undefined)	-4	3
COc1ccc(N2CCC(CNC(=O)Nc3cccc(OC)c3)C2)cc1 (centres undefined)	10	13
O=C(Cc1ccc(S(=O)(=O)N2CCOCC2)s1)Nc1ccc(S(=O)(=O)N2CCCCC2)cc1	1	-30

By substructure, the entries above with fluorine.
SMILES	esBAF inh	Statin myotox sup
O=C(c1cnn2c(C(F)F)cc(C3CC3)nc12)N1CCOCC1	-2	-5
CCOC(=O)CN(C(=O)CSc1nnc(CNc2ccc(F)cc2)n1C)c1ccccc1	2	13
CCN(c1ccccc1)S(=O)(=O)c1ccc(F)cc1C	-1	-22
CCCCC(=O)NCCNC(=O)c1cc(OCC(F)(F)F)ccc1OCC(F)(F)F	-2	4
O=C(NCc1ccc(F)cc1)c1c(O)c2cccc3c2n(c1=O)CCC3	-2	3
Cc1ccc(OCc2ccc(C(=O)Nc3c(C)nn(Cc4c(F)c(F)c(F)c(F)c4F)c3C)o2)c([N+](=O)[O-])c1	9	11
O=C(N/C=N/O)C1=NOC(CNc2ncc(C(F)(F)F)cc2Cl)C1 (centres undefined)	19	-3

Other records:
SMILES	esBAF inh	Statin myotox sup
CCOC(=O)c1[nH]c(C)c(C(=O)NCCC2=CCCCC2)c1C	?	-5
Cc1ccccc1NS(=O)(=O)c1ccc2[nH]cc(C(=O)NCCCN3CCOCC3)c(=O)c2c1	-1	-4
O=C(COc1ccccc1)NNc1c2ccccc2nc2ccccc12	4	-72
COc1ccc(C2C3=C(CC(C)(C)CC3=O)Nc3n[nH]c(C)c32)cc1 (centres undefined)	4	3
N/C(=N\S(=O)(=O)c1cccs1)c1ccccc1	-3	-7
O=C(COc1ccccc1-c1ccccc1)N/N=C/c1cccc2ccccc12	-11	5
CCOc1ccc(NC(=O)CSc2nnnn2CC(=O)O)cc1	-10	5
Cc1ccc(C)c(N(C(=O)Cn2nnc3ccccc32)C(C(=O)NCc2ccco2)c2ccncc2)c1 (centres undefined)	-2	-7
O=C(Nc1ccc(N2CCCC(O)C2)cc1)c1snc2c(=O)[nH]cnc12 (centres undefined)	7	6
COCCn1cnc2cc(C)c(C)cc21	1	18
O=S(=O)(c1ccccc1)N(CC(O)Cn1c2ccccc2c2ccccc21)c1ccccc1 (centres undefined)	1	19
Clc1ccc(N2O[C@H]3C=C[C@@H]2C3)nc1	24	10
CCC(CC)NC(=O)CCc1nc2ccccc2c(=O)[nH]1	3	3
CCOC(=O)N1CCC(NC(=O)C2CCC(CNS(=O)(=O)c3ccc(OC)cc3)CC2)CC1 (centres undefined)	16	-67
COc1ccc(-c2cc3nc(C)cc(N)n3n2)cc1	-64	-94

Ordered by molar mass (lowest first): part of the list above
SMILES	esBAF inh	Statin myotox sup
CCC(CC)NC(=O)CCc1nc2ccccc2c(=O)[nH]1	3	3
O=C(COc1ccccc1-c1ccccc1)N/N=C/c1cccc2ccccc12	-11	5
Cc1ccccc1NS(=O)(=O)c1ccc2[nH]cc(C(=O)NCCCN3CCOCC3)c(=O)c2c1	-1	-4

Next part:
SMILES	esBAF inh	Statin myotox sup
CCOc1cc(C)c(Cl)cc1S(=O)(=O)NCC1CCCO1 (centres undefined)	-8	-5
CCCCCOC(=O)Cn1c(SCC(=O)Nc2ccccc2)nc2c1c(=O)[nH]c(=O)n2C	-1	0
Clc1ccc(CSC2=NCCCN2)cc1Cl	8	-17
Oc1[nH]c2ccccc2c1OCc1ccncc1	3	14
c1cncc(-c2cccnc2)c1	1	11
Cc1ccccc1-n1nc(C)c2cc(C(=O)NCc3cccnc3)sc21	-6	11
COc1ccc(-n2c(Cc3cccn3C)nnc2SCC(=O)N2CCCc3ccccc32)cc1	1	-20
CC(=O)Oc1ccc(N2C(=O)C3C4C=CC(O4)C3C2=O)cc1 (centres undefined)	-5	16
CN(C)C(=O)CSc1nc(SCC(=O)N(C)C)n(-c2ccccc2)n1	-8	2
O=Cc1c(-[n+]2ccccc2)nc([O-])n1-c1ccccc1	4	-6
CSc1nc2nc3c(c(=O)n2[nH]1)CCCC3	1	119*
CCN(C(=O)COC(=O)c1ccccc1Nc1cccc(C)c1C)C1CCS(=O)(=O)C1 (centres undefined)	3	3
CC1=C(C(=O)Nc2ccccc2)C(c2ccncc2)C(C#N)=C(SCC(=O)NC2CC2)N1 (centres undefined)	-1	10
COc1ccc(CN2C(=O)c3cccnc3C2Nc2cc(Cl)c(OC)cc2OC)cc1 (centres undefined)	4	6
CCOC(=O)c1oc2ccc(Br)cc2c1NC(=O)CN1CCN(C)CC1	-20	-2
COc1cc(C2Nc3cccc4cccc(c34)N2)ccc1OC(C)=O	-25	-1
CCn1c(SC)nnc1-c1nnc(SC)n1CC	1	15
N#Cc1c(N)oc(-c2cccs2)c1-c1cccs1	3	5
Clc1ccc(-c2nnnn2-c2ccc(Cl)c(Cl)c2)cc1Cl	6	14
Cc1cc(C)n2ncc(C(=O)NCc3cccnc3)c2n1	-2	8
COC(=O)[C@H](CCSC)NC(=O)NCc1cccs1	-3	-2
O=C(Nc1ccsc1C(=O)NC1CCCCC1)c1ccc(F)cc1	-5	-19
Cc1cc(Cl)ccc1C(O)c1ncc(-c2ccc(F)cc2)[nH]1 (centres undefined)	-12	18
CSc1nnc(CSCc2ccc(Cl)cc2Cl)n1-c1ccccc1	14	7
CCOc1ccc(S(=O)(=O)N(C)c2ccc(OCC(=O)NCc3ccco3)cc2)cc1	-6	11
